Screening results from PubChem.
APJ antag – antagonists of human apelin receptor APJ, primary screen, CHO-K1 cells, beta-arrestin complementation, luminescence. P35414. 0.32% of 330,000 active. inhibition, % at 20 µM;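 active means inhibition above about 40% at 20 µM, limit read from the data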;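 further: cells challenged with 10 nM apelin-13 agonist together with compound; plate controls were apelin-13 plus DMSO wells for no effect and DMSO wells lacking apelin-13 for full effect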
Gli-Sufu antag – Gli-Sufu pathway antagonists, primary screen, luciferase luminescence, Sufu-KO-LIGHT cells, uHTS | 0.74% of 340,000 active | AID 588413, 2011 | Sufu-KO-LIGHT fibroblasts, Gli luciferase reporter luminescence | inhibition, % at 5 µM;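 active means inhibition above about 55%, limit read from the data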;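 further: 0% = DMSO-treated cells and 100% = wells with medium but no cells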
CXCR6 inh – CXCR6 receptor inhibitors, primary screen, cell-based, beta-arrestin, luminescence, CHO-K1 PathHunter, 1536-well. inhibition, % at 20 µM. 0.36% of 360,000 active; in the data active means inhibition above about 34%, passing the limit was not always enough;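 further: antagonist mode with CXCL16 agonist at 10 nM final; 0% = 10 nM CXCL16 with DMSO and 100% = unstimulated wells without agonist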
Target sequence (O00574 whole entry, looked up): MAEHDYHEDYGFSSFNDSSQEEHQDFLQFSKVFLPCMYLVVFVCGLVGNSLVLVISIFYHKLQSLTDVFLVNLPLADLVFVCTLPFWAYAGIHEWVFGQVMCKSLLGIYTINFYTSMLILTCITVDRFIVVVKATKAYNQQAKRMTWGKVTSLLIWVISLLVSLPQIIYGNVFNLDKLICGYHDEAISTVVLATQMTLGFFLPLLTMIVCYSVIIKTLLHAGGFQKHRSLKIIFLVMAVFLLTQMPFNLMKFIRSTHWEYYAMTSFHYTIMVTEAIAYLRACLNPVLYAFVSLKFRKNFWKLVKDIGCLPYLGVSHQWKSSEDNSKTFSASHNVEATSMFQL
697 NFkB inh – inhibitors of PMA/ionomycin-induced NF-kB reporter, 697 cells, primary screen, B-cell NF-kB inhibitor project, cell-based, luminescence, uHTS. 697 B-cell NF-kB luciferase reporter, 16 h. inhibition, % at 4 µM. 0.33% of 330,000 active; in the data active means inhibition above about 35%
Jurkat NFkB inh – inhibitors of induced NF-kB luciferase reporter, primary screen, TCR NF-kB activation inhibitor project, cell-based, luminescence, uHTS; Jurkat, PMA/ionomycin-induced NF-kB luciferase reporter; inhibition, % at 4 µM; 0.53% of 330,000 active; in the data active means inhibition above about 50%
UBC13 polyUb – UBC13 polyubiquitin chain formation inhibitors, primary screen, biochemical, TR-FRET, uHTS; inhibition, % at 20 µM; 0.47% of 330,000 active; Ubiquitin-conjugating enzyme E2 N (Homo sapiens), P61088; in the data active means inhibition above about 45%, passing the limit was not always enough
Target sequence (P61088 whole entry, looked up): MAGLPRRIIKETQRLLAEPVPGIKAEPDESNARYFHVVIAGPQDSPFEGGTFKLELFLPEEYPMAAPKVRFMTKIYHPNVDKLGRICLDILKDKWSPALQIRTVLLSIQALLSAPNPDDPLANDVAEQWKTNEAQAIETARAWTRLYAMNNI
EBI2 antag – EBI2 receptor antagonists, beta-arrestin recruitment, primary screen, cell-based, luminescence, 7a,25-OHC stimulation, uHTS. 7a,25-OHC stimulated. G-protein coupled receptor 183 (Homo sapiens), P32249. 0.81% of 360,000 active. inhibition, % at 5 µM; in the data active means inhibition above about 38%;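 further: enzyme fragment complementation signal reports receptor beta-arrestin coupling in cells; 0% = agonist plus DMSO wells and 100% = wells without agonist; some results beyond the cut were filed as inactive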
Target sequence (P32249 whole entry, looked up, the tested form may be a part): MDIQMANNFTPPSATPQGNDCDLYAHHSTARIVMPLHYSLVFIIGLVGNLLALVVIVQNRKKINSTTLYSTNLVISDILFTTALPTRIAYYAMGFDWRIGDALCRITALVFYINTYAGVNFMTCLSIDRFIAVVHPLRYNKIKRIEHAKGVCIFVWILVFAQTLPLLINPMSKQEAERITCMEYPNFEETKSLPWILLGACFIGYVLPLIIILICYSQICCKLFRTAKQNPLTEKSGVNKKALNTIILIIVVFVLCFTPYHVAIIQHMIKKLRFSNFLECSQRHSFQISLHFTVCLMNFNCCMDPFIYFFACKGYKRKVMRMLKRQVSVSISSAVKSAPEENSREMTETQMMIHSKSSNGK
CCR6 antagonist – CCR6 receptor antagonists, primary screen, cell-based, CHO-K1, luminescence, beta-arrestin, uHTS | CHO-K1 CCR6 PathHunter beta-arrestin, CCL20-stimulated | inhibition, % at 20 µM | 0.49% of 340,000 active | AID 493098, 2011;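 active means compounds whose inhibition of the agonist-driven luminescence signal at 20 µM reaches about 50%, limit read from the data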;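 further: cells stimulated with CCL20 at 14 nM final; plate controls were DMSO with CCL20 for no effect and DMSO without agonist for full effect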
An asterisk follows results filed as active; . = no result given.

SMILES	APJ antag	Gli-Sufu antag	CXCR6 inh	697 NFkB inh	Jurkat NFkB inh	UBC13 polyUb	EBI2 antag	CCR6 antagonist
O=C(NCCNC(=O)c1cc(Cl)ccc1Cl)c1ccco1	-1	8	0	13	10	2	-20	11
COc1ccc2c(CC(=O)Nc3ccccc3N3CCOCC3)coc2c1	-9	5	-10	12	-10	12	24	9
CC(=O)c1c(C)[nH]c(C(=O)CSc2nnc(-c3ccco3)o2)c1C	-8	22	-4	-8	15	0	-5	20
O=C(NC1CCN(Cc2ccccc2)CC1)c1cccc(S(=O)(=O)Nc2cc(C(F)(F)F)ccc2Cl)c1	5	23	-4	-14	-2	-8	6	-4
COc1ccc(NC(=O)c2ccc(-c3ccc([N+](=O)[O-])cc3)o2)cc1OC	-49	29	-4	15	6	-6	-2	12
CCOc1ccc(OCC)c(NC(=O)CN(c2ccc(C)cc2)S(=O)(=O)c2c(C)noc2C)c1	-4	8	9	8	9	-8	72*	19
COc1ccc(NC(=O)c2cccnc2SC)cc1OC	10	-3	-8	1	-6	-1	1	5
COc1ccc(S(=O)(=O)NCc2ccco2)cc1NC(=O)c1ccccc1	1	-1	-10	1	-7	1	-7	16
CCn1cnnc1SCC(=O)c1c(N)n(C2CC2)c(=O)[nH]c1=O	-3	-18	4	12	20	-9	0	9
Cc1nonc1C(=O)N/N=C/c1ccccc1	-6	1	3	1	-8	0	-9	0
Cc1cc(NS(=O)(=O)c2ccc(NC(=O)c3cccnc3)cc2)nc(C)n1	12	14	9	18	23	6	0	6
COc1ccc(C(=O)OCC(=O)Nc2ccccc2)cc1[N+](=O)[O-]	0	0	-1	4	-9	4	3	25
CCCCCN(C(=O)CCC(=O)OCC(=O)NCc1cccc(OC)c1)c1c(N)n(CCCC)c(=O)[nH]c1=O	21	6	-4	-7	18	-14	-2	3
COc1ccc(CC2(CO)CCN(Cc3ccc(NC(C)=O)cc3)CC2)cc1	11	9	7	1	8	3	-7	12
CCc1ccccc1NC(=O)C(Cc1ccccc1)c1nn[nH]n1 (stereo unspecified)	-20	-1	-10	0	0	-7	3	1
CCC1=C(c2ccc(C)cc2)S(=O)(=O)N=C1N1CCC(C(=O)NCCCN2CCCCC2)CC1	1	1	3	-15	-3	0	-5	-1
NC(=O)CSc1nc2ccccc2c(=O)n1CCc1ccccc1	5	3	0	-5	-18	0	-4	8
COC(=O)c1ccc(CSc2nnc3n(Cc4ccccc4OC)c(=O)c4ccccc4n23)o1	-15	11	4	-30	-6	0	9	4
Cn1c(=O)c2c(nc(NCc3ccco3)n2C/C=C/c2ccccc2)n(C)c1=O	10	-4	5	-17	36	3	-32	7
O=C(O)CSc1nnc(Cn2nnc3ccccc32)n1CCc1ccccc1	-15	5	-5	-13	-11	-6	2	-7
Cc1nc(SCc2nc3ccccc3[nH]2)c2oc3ccc(Br)cc3c2n1	1	8	16	11	12	-11	13	4
Cn1c(=O)c(C(=O)NNC(=O)c2ccccc2Br)c(O)c2ccccc21	-4	23	-12	3	1	10	6	-13
O=C(COC(=O)c1ccccc1Nc1ccc(SC(F)F)cc1)NC1CC1	10	16	-7	-35	-24	12	2	1
Cc1ccc(C(=O)N/C(=C/c2ccco2)C(=O)NCCCn2ccnc2)cc1	-29	-2	-9	-19	5	-2	-8	-14
CC1(C)Cc2nc3oc4c(=O)n(CC(=O)Nc5cccc(Cl)c5)cnc4c3cc2CO1	3	-7	-1	12	-19	0	0	3
SMILES	APJ antag	Gli-Sufu antag	CXCR6 inh	697 NFkB inh	Jurkat NFkB inh	UBC13 polyUb	EBI2 antag	CCR6 antagonist
O=C(c1ccc([N+](=O)[O-])cc1)N1CCN=C1SCc1ccccc1	-29	2	-10	4	-13	14	8	11
O=C(CCCn1c(SCc2cccc(F)c2)nc2ccccc2c1=O)NCC1CCCO1 (stereo unspecified)	17	-10	10	12	-7	14	6	17
C=CCn1c(C)cc(C(=O)COC(=O)/C=C/c2ccc(OC)cc2)c1C	-14	-8	-9	-8	-1	-4	9	9
COc1ccc(N2C(=O)/C(=C\c3ccco3)N=C2SCC(=O)NC(C)(C)C)cc1Cl	-3	19	21	-26	8	-5	16	1
COc1ccc(OCc2nnc(SCC(=O)NC3CC3)n2C)cc1	-11	-9	6	-14	-7	3	-5	10
CN1OC(COC(=O)c2ccc(Cl)cc2)CC1c1ccccc1 (stereo unspecified)	5	-1	-8	2	0	-4	8	4
CCc1ccc(NC(=O)C(C)OC(=O)CCN2C(=O)C3CC=CCC3C2=O)cc1 (stereo unspecified)	.	-6	-2	.	.	.	-5	1
O=C(Cc1c(O)c2ccccc2[nH]c1=O)NC1CCCCCC1	-15	-11	9	-5	17	-6	6	-14
Cc1onc(-c2ccccc2)c1C(=O)Nc1ccc2c(c1)OCCO2	11	-3	-5	14	-1	10	-2	-4
Cc1ccc(C(=O)Nc2cccc(C(=O)NCc3ccccc3)c2)o1	6	0	-1	36*	-3	12	4	0
CCSc1nnc(NC(=O)C2CC(=O)N(Cc3ccccc3)C2)s1 (stereo unspecified)	13	-21	-2	12	-7	-8	2	-3
O=C(CC(c1ccccc1)c1ccccc1)Nc1ccc(Cl)cn1	15	13	13	-19	31	0	7	11
N#C/C(=C\c1ccc(F)cc1)c1n[nH]c(Cn2cncn2)n1	-7	0	13	5	2	-6	-4	-3
O=C(CSc1nnc(Cn2cnc3ccccc32)o1)Nc1cccc2ccccc12	-1	6	-5	-14	-16	-6	-17	18
CCN(CC)C(=O)C1CCCN(c2ccc([N+](=O)[O-])cc2)C1 (stereo unspecified)	-1	-1	4	-3	-17	-29	5	7
S=c1[nH]nc(COc2ccccc2)n1/N=C/c1ccccn1	13	7	0	10	3	2	14	2
O=C(NCCCN=C1NS(=O)(=O)c2ccccc21)c1ccc(S(=O)(=O)N2CCCCC2)cc1	7	1	-4	12	1	6	-6	0
Cc1nc(NC(=O)CSc2nnc(-c3ccncc3)n2C)sc1C	8	-6	1	5	-17	4	-10	2
CC(C)c1cc(CN2CCN(C3CCCC3)C(CCO)C2)[nH]n1 (stereo unspecified)	-23	-2	15	-1	-3	-15	2	-5
C=CCN1CCc2c(cc(O)c(O)c2Br)[C@@H](c2ccccc2)C1	-46	17	-5	-26	9	10	6	0
O=C(CN1CCCCC1)Nc1cccc(Br)c1	0	4	-1	10	-24	11	-3	1
O=C(CS(=O)(=O)Cc1ccccc1)NCC1CCCO1 (stereo unspecified)	1	15	0	6	-8	4	3	-8
O=C(Cn1nc(Br)nc1Br)c1ccccc1	7	32	2	-4	9	7	-6	6
COc1ccc(C(=O)Nc2ccccc2C(=O)O)cc1Cl	-3	-43	2	-46	-23	6	-1	13
COc1cccc(CNC(=O)c2ccc3c(c2)S(=O)(=O)N=C2CCCCCN23)c1	9	6	8	4	-1	1	-10	-1
SMILES	APJ antag	Gli-Sufu antag	CXCR6 inh	697 NFkB inh	Jurkat NFkB inh	UBC13 polyUb	EBI2 antag	CCR6 antagonist
O=C(Nc1ccccc1)c1cc(S(=O)(=O)N2CCOCC2)cs1	-1	3	4	-6	-1	4	4	12
Cc1ccc(SCc2noc(-c3c(C)noc3C)n2)cc1	7	-5	-1	-6	5	7	4	4
Cc1cccc(NC(=O)COC(=O)Cc2cccs2)c1C	6	-3	3	16	8	1	-2	4
CN(/N=C/c1ccc(Cl)cc1)c1ncc(Cl)cc1C(F)(F)F	-3	-4	8	1	-8	3	3	14
COc1ccc(OCCSc2ncn[nH]2)cc1	5	-23	0	-28	-5	1	0	-15
CCn1c(SCC(=O)N2CCN(c3ccccc3)CC2)nnc1-c1cc2cc(Cl)ccc2o1	6	6	3	16	8	9	2	15
CC(C(=O)Nc1ccc2c(c1)OCCO2)n1nnc(-c2ccccc2)n1 (stereo unspecified)	5	1	-14	15	1	8	-17	1
O=C(Nc1ccc(NC(=O)c2cccs2)cc1)c1ccc(Br)o1	-7	-11	0	-6	-14	3	-8	7
COc1ccc(NC(=O)COC(=O)CNS(=O)(=O)c2ccccc2)cc1OC	12	-8	-7	-1	-5	-4	-6	0
Cc1cc(C(=O)NNC(=O)c2cccs2)c(C)o1	-112	-10	2	-10	-11	-2	-13	9
O=C(O)c1ccc(NC(=O)c2cccs2)cc1	-9	4	-2	4	5	9	1	-2
Cn1c(=O)c2c(ncn2CCc2ccccc2)n(C)c1=O	-4	-1	-8	0	5	-14	-7	9
CC1CCc2c(C(=O)Nc3cccc(-c4nn[nH]n4)c3)csc2C1 (stereo unspecified)	-13	-19	-2	-6	10	-13	-1	5
Cc1ccc(COCCN2CCN(S(=O)(=O)c3ccc(C)cc3)CCC2=O)cc1	8	10	0	-9	10	6	13	4
O=C(O)C1CCN(S(=O)(=O)Cc2ccccc2)CC1	13	4	3	18	-4	6	-3	-7
O=C(NCC1OCCc2ccccc21)c1ccc(NC(=O)c2ccc(Cl)cc2Cl)cc1 (stereo unspecified)	10	1	-6	-21	8	-2	8	3
O=C(Nc1cccnc1)c1cccc(S(=O)(=O)N2CCc3ccccc32)c1	9	2	-11	-31	17	10	4	-4
CCN(C[C@H]1N[C@@](Cc2ccccc2)(C(=O)OC)[C@H]2C(=O)N(Cc3ccccc3)C(=O)[C@@H]12)C(=O)COc1ccccc1	6	3	7	5	0	12	13	6
O=C(c1ccco1)N1CCN=C1SCc1ccc(F)cc1	-9	-23	4	15	-6	10	6	22
Cn1cccc1/C=C1\SC(=S)N(NC(=O)c2ccccc2O)C1=O	29	3	15	1	-5	-79	5	31
COC(=O)C1CN(C(=O)COc2ccccc2)c2ccccc2O1 (stereo unspecified)	10	-1	4	0	-16	-3	-2	-5
OC1OC[C@@H](O)[C@H](O)[C@H]1O (stereo partly specified)	10	.	.	4	-2	8	.	.
Cc1ccc(C)c(NC(=O)CSc2nnc(-c3ccncc3)n2N)c1	-13	-11	-5	5	-4	8	-20	-10
Cn1cc(CN2C[C@H]3CC[C@H]2C3)c(-c2ccccc2F)n1	10	.	9	-4	-1	1	-11	2
COc1ccc2c(c1)OC[C@H]1[C@H]2N2C(=O)c3cc(F)ccc3NC(=O)[C@@]2(C)[C@H]1c1ccccc1	4	-5	7	18	4	-12	18	18

Individual results from the list:
Under Jurkat NFkB inh, CN(/N=C/c1ccc(Cl)cc1)c1ncc(Cl)cc1C(F)(F)F has the entry -8
Under CXCR6 inh, COc1ccc2c(c1)OC[C@H]1[C@H]2N2C(=O)c3cc(F)ccc3NC(=O)[C@@]2(C)[C@H]1c1ccccc1 has the entry 7

Shown with bars between the fields: 3 of the compounds above
Molecule | APJ antag | Gli-Sufu antag | CXCR6 inh | 697 NFkB inh | Jurkat NFkB inh | UBC13 polyUb | EBI2 antag | CCR6 antagonist
Cc1ccc(SCc2noc(-c3c(C)noc3C)n2)cc1 | 7 | -5 | -1 | -6 | 5 | 7 | 4 | 4
Cc1cccc(NC(=O)COC(=O)Cc2cccs2)c1C | 6 | -3 | 3 | 16 | 8 | 1 | -2 | 4
CN(/N=C/c1ccc(Cl)cc1)c1ncc(Cl)cc1C(F)(F)F | -3 | -4 | 8 | 1 | -8 | 3 | 3 | 14

Next records follow.
SMILES	APJ antag	Gli-Sufu antag	CXCR6 inh	697 NFkB inh	Jurkat NFkB inh	UBC13 polyUb	EBI2 antag	CCR6 antagonist
COc1ccc(/C=C2\Oc3cc(OCC(=O)N4CCC(C(=O)O)CC4)ccc3C2=O)c(OC)c1OC	-59	-2	0	19	-5	-13	-5	5
CN(C)S(=O)(=O)c1cc(NC(=O)CSc2ncc(C(F)(F)F)cc2Cl)ccc1Cl	3	9	-11	0	9	-9	21	-2
CC1CCc2sc(C(=O)NN)cc2C1 (stereo unspecified)	-48	-10	-12	1	-6	-12	2	-3
Cc1cc(Cl)ccc1OCC(=O)N(Cc1cccs1)C1CCS(=O)(=O)C1 (stereo unspecified)	11	-5	2	-1	3	5	2	17
O=C(Nc1ccncc1)C1CCN(S(=O)(=O)c2ccc(Cl)cc2)CC1	10	14	5	-9	2	-3	3	11
O=C(CCN1C(=O)COc2ccccc21)NCCN1CCN(c2ccccc2F)CC1	-4	1	2	2	-7	1	-4	0
O=C(NCCc1ccccc1)c1ccc(NC(=O)c2cccnc2)cc1	16	7	-4	-32	9	-2	8	11

Hits appear at their usual frequency; any-hit rate near 3%.
